# Source: PubChem BioAssay (several laboratories)
# iPSC survival up = enhancers of human iPSC single-cell survival. 360,000 compounds, 0.044% hits. hiPSC single-cell survival, ATPlite luminescence; 100% = ROCK inhibitor wells, 0% = DMSO. survival enhancement, % at 20 µM; in the data active = survival enhancement above about 18%;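 also: cells exposed to compounds for 16 hours before the ATP read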
# aDG glyco act = alpha-DG glycosylation activation; Pro5-aDG cells, alpha-DG glycosylation AlphaScreen (IIH6); 0% Pro5, 100% B10-LARGE cell signal; activation, % at 10 µM; 360,000 compounds, 0.22% hits;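 active = activation of at least 8% versus controls, or a plate z-score of at least 8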;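 also: Pro5 are CHO cells carrying HIG-tagged alpha-DG that lacks glycosylation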
# Peg3 prom inh = inhibitors of Peg3 promoter. HeLa PEG-Prom luciferase reporter, luminescence, overnight. inhibition, % at 20 µM. 360,000 compounds, 1.7% hits. AID 588405;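 active = inhibition of at least 50% at 20 µM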
# NR2E3 ag-1 = human photoreceptor-specific nuclear receptor agonism. CHO-S Gal4-NCOR/VP16-NR2E3 two-hybrid, luciferase. inhibition of corepressor binding, % at 3.98 µM. 360,000 compounds, 0.35% hits. AID 602229;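 active = inhibition above the mean of all tested compounds plus 3 SD, cut at about 70% in these data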;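 also: 0% = DMSO with NR2E3 transfected cells and 100% = cells lacking NR2E3 construct; higher means lower luciferase signal from less NR2E3 corepressor binding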
# Target sequence (Q9Y5X4 whole entry, looked up, the tested form may be a part): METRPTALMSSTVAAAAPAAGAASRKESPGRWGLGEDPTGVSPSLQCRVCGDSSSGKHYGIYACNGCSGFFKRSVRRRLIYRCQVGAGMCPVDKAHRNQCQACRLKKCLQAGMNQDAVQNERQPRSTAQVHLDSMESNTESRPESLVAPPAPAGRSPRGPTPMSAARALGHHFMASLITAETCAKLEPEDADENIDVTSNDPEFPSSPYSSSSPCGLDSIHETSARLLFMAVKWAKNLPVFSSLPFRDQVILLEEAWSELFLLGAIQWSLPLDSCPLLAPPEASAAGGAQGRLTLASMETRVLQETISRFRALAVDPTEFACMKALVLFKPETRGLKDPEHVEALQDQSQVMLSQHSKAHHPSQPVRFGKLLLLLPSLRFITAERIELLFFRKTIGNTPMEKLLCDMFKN
# CF NFkB inh = cystic fibrosis NF-kB activation inhibition. inhibition, % at 5 µM. 360,000 compounds, 0.86% hits. KKLEB NF-kB-GFP reporter, PAF-induced, GFP fluorescence overnight;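 active = at least 50% inhibition at 5 µM, scaled per plate between neutral and stimulator controls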;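 also: PAF is a Pseudomonas aeruginosa culture filtrate used as stimulus; plate controls were PAF-stimulated DMSO wells for no effect and unstimulated DMSO wells for full effect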
# NR2E3 ag-2 = activates human photoreceptor nuclear receptor NR2E3 | AID 2300 | Q9Y5X4 | inhibition of corepressor binding, % at 4.78 µM | GST-NR2E3/biotin-RetCOR TR-FRET, 1536-well | 320,000 compounds, 0.12% hits;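 active = percent inhibition above the cutoff of mean plus 3 SD of all tested compounds, set per screening campaign, cut at about 20% in these data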;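 also: 0% = DMSO wells and 100% = biotin wells as full block of FRET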
#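 Format: 1536-well format; test system: GST-NR2E3 and biotin-RetCOR proteins; read-out basis: percent inhibition of TR-FRET ratio; timing: 5 h incubation at 4 °C; detection: time-resolved FRET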
# Shn3 inh set2 = reduces Shn3 3'UTR luciferase signal in osteoblasts. Clone20 osteoblast Shn3 3'UTR firefly luciferase, 24 h. inhibition, % at 12.5 µM. 360,000 compounds, 0.52% hits. AID 588674;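 active = mean inhibition of at least 75% with every replicate also reaching 75%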;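 also: 0% = median of neutral control wells and 100% = pilot-screen positive control compound; some compounds past the cut are filed as inactive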
# KKLEB tox = counter-screen for CF NF-kB inhibitors: cytotoxicity. KKLEB CF airway cells viability, ATPlite luminescence, overnight; stronger effect = lower value; cells stimulated with P. aeruginosa culture filtrate. activity change (cytotoxicity), % at 5 µM. 360,000 compounds, 0.36% hits. AID 602141;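 active = corrected activity change at or below -50% at 5 µM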
# MITF TRPM1 inh = reduces MITF-dependent TRPM1 promoter luciferase signal. SK-MEL-5 TRPM1 promoter luciferase, 24 h. inhibition, % at 12.5 µM. 330,000 compounds, 0.83% hits. AID 488899;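 active = mean inhibition across replicates of 60% or more, whatever share of single replicates reaches that level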; also: values of inactives mirror those of a sister screen read the other way
# HIF-2a inh = HIF-2a inhibition; 786-0 RCC cells HIF-2a reporter, luciferase luminescence, overnight; inhibition, % at 18.8 µM; 360,000 compounds, 0.72% hits;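 active = inhibition of the luminescence signal of 40% or more relative to plate controls, in a single-dose primary screen at 18.75 µM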
# TWEAK-Fn14 inh = TWEAK-Fn14 signaling inhibition; 360,000 compounds, 2% hits; TWEAK-stimulated Fn14 reporter cells, luciferase luminescence, 8 h; inhibition, % at 10 µM; in the data active = inhibition above about 50%
# Active calls of the source: *; . = not tested or not shown; & = joins results of further samples.
item	compound	aDG glyco act	KKLEB tox	NR2E3 ag-1	iPSC survival up	CF NFkB inh	Peg3 prom inh
1	Cc1ccc(/C=N/n2c(=O)c(C(C)(C)C)nn3cnnc23)cc1	0.0	3	3	-1.9	3	-2
2	Cc1ccccc1OCc1nnc(SCC(=O)NC2CCCCC2)o1	0.0	-14	-4	0.0	3	12
3	COc1ccc2cc(C(=O)N3CCC(Cc4ccccc4)CC3)[nH]c2c1	0.1	-2	-61	-0.2	-8	-93
4	CCc1ccccc1Nc1nc(N)nc(CSc2nnnn2C)n1	-0.3	-10	-24	-0.3	3	-7
5	CC(=O)c1cccc(Nc2nc(-c3ccccc3)nc3ccccc23)c1	0.0	-9	-1	0.9	3	13
6	CC(=O)CSc1nnc(-c2ccc3c(c2)OCO3)o1	0.1	2	-120	-2.9	-18	-70
7	Cc1cccc(-n2c(SCC(=O)N3CCN(c4ccccn4)CC3)nnc2N2CCOCC2)c1	0.0	-2	-16	-0.6	1	6
8	O=C(CCc1c[nH]c2ccccc12)NN1C(=O)NC2(CCCCC2)C1=O	1.6	-7	-18	0.0	10	-11

item	HIF-2a inh	MITF TRPM1 inh	Shn3 inh set2	NR2E3 ag-2	TWEAK-Fn14 inh
1	11	8	10	0	6
2	-5	-7	5	-2	3
3	-69	-50	-42	1	-11
4	-19	-1	-13	-1	4
5	3	-9	-13	3	-7
6	-28	-3	-17	1	58*
7	-15	2	-1	3	11
8	7	2	-5	2	2

# Additional structures follow.
item	compound	aDG glyco act	KKLEB tox	NR2E3 ag-1	iPSC survival up	CF NFkB inh	Peg3 prom inh
9	CCN(CC(=O)NCc1cccs1)C(=O)c1ccc(-c2cccc(C(F)(F)F)c2)o1	-0.1	-5	54	-0.3	7	23
10	COc1ccc(NC(=O)NNC(=O)c2ccc3ccccc3c2O)c(OC)c1	0.2	13	-26	-0.2	-2	-2
11	CSc1c(CC(=O)Nc2ccccc2)n(Cc2ccccc2)c2ccccc12	0.2	-2	-9	0.5	29	22
12	CCC(C)NC(=O)c1ccccc1NC(=O)CN(c1cc(C)ccc1OC)S(C)(=O)=O (centres undefined)	0.0	8	-33	-1.8	8	20
13	CCn1cc(/C=N\NC(=O)COc2cccc(C)c2C)c(C)n1	0.0	1	-2	0.5	7	-4
14	CCc1ccc(N(CC(=O)NCc2ccc(F)cc2)C(=O)c2csnn2)cc1	-0.1	10	-11	-1.4	-33	-3
15	Cc1nn(Cc2c(Cl)cccc2Cl)c(C)c1NC(=O)/C=C/c1cnn(C)c1C	0.0	-8	14	0.9	9	-5
16	O=C(Nc1ccc(OC(F)(F)F)cc1)c1ccc2nc[nH]c2c1	0.5	15	-29	1.1	-15	-52

item	HIF-2a inh	MITF TRPM1 inh	Shn3 inh set2	NR2E3 ag-2	TWEAK-Fn14 inh
9	-15	4	-2	1	-19
10	4	-3	25	-2	1
11	3	6	19	-2	8
12	18	14	14	1	0
13	0	-9	11	1	2
14	-4	-1	-8	8	12
15	13	5	19	-1	10
16	-98	-10	1	-2	-20

# (listing goes on)
item	compound	aDG glyco act	KKLEB tox	NR2E3 ag-1	iPSC survival up	CF NFkB inh	Peg3 prom inh
17	Cc1[nH]c2ccccc2c1/C=N/NC(=O)c1ccccc1	0.0	9	-69	-0.6	-4	-55
18	O=C1CNC(=O)/C(=C\c2ccc(F)cc2)N1	0.1	0	-6	0.5	3	9
19	Nc1c(-c2ccccc2)c(CN2CCOCC2)nn1-c1ccc(C(=O)O)cc1	0.1	6	-12	1.8	0	7
20	O=C(NCCC1CCCCN1S(=O)(=O)c1ccccc1)C(=O)Nc1ccccc1 (centres undefined)	0.2	-4	-11	-0.4	14	-33
21	CN1CCN(C(=O)CN(c2cc(C(F)(F)F)ccc2Cl)S(C)(=O)=O)CC1	0.2	-2	-10	-0.7	1	-5
22	CCCCN(CC)C(=O)c1oc2ccc(S(=O)(=O)N3CCCC3)cc2c1C	0.5	3	10	-0.3	-9	22
23	CCCS(=O)(=O)c1nc(S(=O)(=O)c2ccc(C)cc2)c(N2CCOCC2)s1	1.0	-5	-17	0.2	0	9
24	CC(C)CC(c1nnnn1Cc1ccc2c(c1)OCO2)N1CCC(C(N)=O)CC1 (centres undefined)	0.7	4	-39	-0.3	1	12

item	HIF-2a inh	MITF TRPM1 inh	Shn3 inh set2	NR2E3 ag-2	TWEAK-Fn14 inh
17	-85	-4	6	2	4
18	8	3	-5	1	5
19	14	3	1	0	17
20	-61	-7	13	6	17
21	8	-15	4	-1	-4
22	8	8	22	-3	-4
23	5	8	-30	3	5
24	5	0	-11	4	0

# Part of the list above, showing only CF NFkB inh, HIF-2a inh and iPSC survival up.
cpd | smiles | CF NFkB inh | HIF-2a inh | iPSC survival up
13 | CCn1cc(/C=N\NC(=O)COc2cccc(C)c2C)c(C)n1 | 7 | 0 | 0.5
15 | Cc1nn(Cc2c(Cl)cccc2Cl)c(C)c1NC(=O)/C=C/c1cnn(C)c1C | 9 | 13 | 0.9

# The results go on.
item	compound	aDG glyco act	KKLEB tox	NR2E3 ag-1	iPSC survival up	CF NFkB inh	Peg3 prom inh
25	O=C(NCC1CCCO1)c1ccc2c(c1)S(=O)(=O)c1ccccc1C2=O (centres undefined)	-0.2	9	8	1.7	-8	7
26	Cc1cc(C)cc(C(=O)N2CCN=C2c2ccccc2)c1	0.2	-6	-23	-0.5	-10	6
27	CCOc1ccccc1/C=C/c1cc(C(=O)O)c2ccccc2n1	0.3	-5	-31	-0.6	-20	-45
28	O=C(CN1CCOCC1)N1c2ccccc2Sc2ccccc21	-0.1	4	-41	-0.5	10	8
29	O=C(NCCc1ccc(Cl)cc1)C1CCN(S(=O)(=O)N2CCCC2)CC1	-0.1	-5	4	2.8	13	14
30	COc1ccc(Cn2nnc3c(C)n[nH]c(=O)c32)cc1	0.0	5	-12	0.3	-22	-1
31	Cn1nccc1NC(=O)Nc1cccc([N+](=O)[O-])c1	-0.1	-4	12	-0.9	-18	4
32	Cc1ccc(C(=O)NCC(=O)Nc2ccc(S(=O)(=O)Nc3cc(C)nc(C)n3)cc2)cc1	-0.2	13	3	3.1	16	2

item	HIF-2a inh	MITF TRPM1 inh	Shn3 inh set2	NR2E3 ag-2	TWEAK-Fn14 inh
25	-7	-4	13	1	-15
26	7	2	9	1	-7
27	-82	1	-9	3	4
28	4	1	-16	1	22
29	-4	21	2	2	-11
30	11	1	1	-2	9
31	13	4	3	-3	-15
32	6	-13	6	.	11

# Structures listed so far with a furan ring, fused or not:
item	compound	aDG glyco act	KKLEB tox	NR2E3 ag-1	iPSC survival up	CF NFkB inh	Peg3 prom inh
9	CCN(CC(=O)NCc1cccs1)C(=O)c1ccc(-c2cccc(C(F)(F)F)c2)o1	-0.1	-5	54	-0.3	7	23
22	CCCCN(CC)C(=O)c1oc2ccc(S(=O)(=O)N3CCCC3)cc2c1C	0.5	3	10	-0.3	-9	22

item	HIF-2a inh	MITF TRPM1 inh	Shn3 inh set2	NR2E3 ag-2	TWEAK-Fn14 inh
9	-15	4	-2	1	-19
22	8	8	22	-3	-4

# (next part)
item	compound	aDG glyco act	KKLEB tox	NR2E3 ag-1	iPSC survival up	CF NFkB inh	Peg3 prom inh
33	CC1CC(C)(C)NC(=S)N1CCCC(=O)Nc1ccc(F)c(F)c1 (centres undefined)	-0.2	-10	-6	-0.8	4	5
34	CCOC(=O)C1=C(N)n2c(s/c(=C\c3cccnc3)c2=O)=C(C(=O)OC)C1c1cccnc1 (centres undefined)	-0.3	5	-26	-1.8	3	14
35	O=C(CSc1ccc2ccccc2c1)Nc1ncccn1	-0.2	-8	-32	2.8	12	-52
36	OC(COCC1COc2ccccc2O1)CN1CCN(c2ccccn2)CC1 (centres undefined)	-0.2&0.0	12&6	-13&-6	0.7&-1.6	-8&-2	-12&-16
37	O=C(O)c1ccccc1/C=N/NC(=S)NCc1ccccc1	0.0	7	-27	-0.7	2	2
38	Oc1cccc(-c2nc3ccc4ccccc4c3c3c2CCC3)c1	0.0	1	-138	-4.5	-17	-340
39	Nc1ccc2nc(CCc3ccccc3)[nH]c2c1	0.0	9	-38	0.6	11	-113
40	O=S(=O)(Nc1cccc(-n2cnnn2)c1)c1ccc(Cl)cc1	0.2	-6	-8	-0.5	11	0

item	HIF-2a inh	MITF TRPM1 inh	Shn3 inh set2	NR2E3 ag-2	TWEAK-Fn14 inh
33	10	2	1	2	42
34	14	12	.	2	-31
35	-62	-4	-4	0	1
36	2&14	-3&-26	-12&-6	2	-19&2
37	14	-1	17	-2	-1
38	-292	-90	-81	1	-33
39	-100	-10	-71	-3	-10
40	11	10	8	3	0

# Look-ups from above:
# TWEAK-Fn14 inh result of OC(COCC1COc2ccccc2O1)CN1CCN(c2ccccn2)CC1 (centres undefined) → -19&2
# Peg3 prom inh result of Nc1ccc2nc(CCc3ccccc3)[nH]c2c1 → -113
# iPSC survival up result of CC1CC(C)(C)NC(=S)N1CCCC(=O)Nc1ccc(F)c(F)c1 (centres undefined) → -0.8
# aDG glyco act result of O=C(CSc1ccc2ccccc2c1)Nc1ncccn1 → -0.2
# TWEAK-Fn14 inh result of CCOC(=O)C1=C(N)n2c(s/c(=C\c3cccnc3)c2=O)=C(C(=O)OC)C1c1cccnc1 (centres undefined) → -31
# HIF-2a inh result of O=C(O)c1ccccc1/C=N/NC(=S)NCc1ccccc1 → 14
# CF NFkB inh result of Oc1cccc(-c2nc3ccc4ccccc4c3c3c2CCC3)c1 → -17

# Remaining list, next part.
item	compound	aDG glyco act	KKLEB tox	NR2E3 ag-1	iPSC survival up	CF NFkB inh	Peg3 prom inh
41	CCC(Oc1ccccc1)C(=O)O/N=C(\N)c1ccc(OC)c(OC)c1 (centres undefined)	-0.3	12	-6	0.0	-8	-1
42	COc1cccc(-c2ncc3ccccc3c2COC(=O)N2CCOCC2)c1	0.3	-8	-1	3.4	5	13
43	O=C(CN1C(=O)/C(=C/c2ccccc2Cl)SC1=S)NC1C=CS(=O)(=O)C1 (centres undefined)	0.0	-9	2	-0.5	-18	-22
44	CCc1ccc(NC(=S)N(CCCN2CCOCC2)Cc2ccccn2)cc1	0.5	4	-23	-0.8	7	-8
45	O=C(Nc1ccccc1C(=O)N1CCOCC1)C1CCC(=O)N1C1CCCC1 (centres undefined)	-0.1	3	-4	0.5	5	-9
46	Cc1ccc(C2C3=C(CCCC3=O)Nc3nc(SCC(=O)NCc4ccco4)[nH]c(=O)c32)cc1 (centres undefined)	0.0	5	15	-4.5	-11	8
47	COc1ccc(CCC(=O)OCC(=O)Nc2sccc2C(N)=O)cc1	0.1	-15	-11	1.9	9	0
48	COc1ccc(OCC(=O)N/N=C(/C)Cc2ccccc2)cc1	-0.1	-23	-18	3.3	-4	-4

item	HIF-2a inh	MITF TRPM1 inh	Shn3 inh set2	NR2E3 ag-2	TWEAK-Fn14 inh
41	-28	-3	-3	-3	-11
42	-10	-43	-37	3	-12
43	-4	7	-11	-4	-67
44	-21	-2	-33	1	-16
45	4	2	7	0	-1
46	0	8	-11	-1	24
47	10	6	11	4	18
48	16	4	-1	-1	-6
